IDE inh: cellular human IDE inhibition; HEK cells, FAbetaB cleavage, fluorescence polarization; AID 434962; P14735; inhibition, % at 5.59 µM; 320,000 compounds, 0.41% hits;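 active = percent inhibition above the average of all tested compounds plus 3 SD, set per screening campaign, cut at about 16% in these data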;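 note: IDE supplied by intact live HEK cells; FP after avidin binding of uncleaved biotin substrate so inhibition keeps polarization high; 0% = DMSO wells and 100% = 60 µM reference IDE inhibitor Ii1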
Target sequence (P14735 whole entry, looked up): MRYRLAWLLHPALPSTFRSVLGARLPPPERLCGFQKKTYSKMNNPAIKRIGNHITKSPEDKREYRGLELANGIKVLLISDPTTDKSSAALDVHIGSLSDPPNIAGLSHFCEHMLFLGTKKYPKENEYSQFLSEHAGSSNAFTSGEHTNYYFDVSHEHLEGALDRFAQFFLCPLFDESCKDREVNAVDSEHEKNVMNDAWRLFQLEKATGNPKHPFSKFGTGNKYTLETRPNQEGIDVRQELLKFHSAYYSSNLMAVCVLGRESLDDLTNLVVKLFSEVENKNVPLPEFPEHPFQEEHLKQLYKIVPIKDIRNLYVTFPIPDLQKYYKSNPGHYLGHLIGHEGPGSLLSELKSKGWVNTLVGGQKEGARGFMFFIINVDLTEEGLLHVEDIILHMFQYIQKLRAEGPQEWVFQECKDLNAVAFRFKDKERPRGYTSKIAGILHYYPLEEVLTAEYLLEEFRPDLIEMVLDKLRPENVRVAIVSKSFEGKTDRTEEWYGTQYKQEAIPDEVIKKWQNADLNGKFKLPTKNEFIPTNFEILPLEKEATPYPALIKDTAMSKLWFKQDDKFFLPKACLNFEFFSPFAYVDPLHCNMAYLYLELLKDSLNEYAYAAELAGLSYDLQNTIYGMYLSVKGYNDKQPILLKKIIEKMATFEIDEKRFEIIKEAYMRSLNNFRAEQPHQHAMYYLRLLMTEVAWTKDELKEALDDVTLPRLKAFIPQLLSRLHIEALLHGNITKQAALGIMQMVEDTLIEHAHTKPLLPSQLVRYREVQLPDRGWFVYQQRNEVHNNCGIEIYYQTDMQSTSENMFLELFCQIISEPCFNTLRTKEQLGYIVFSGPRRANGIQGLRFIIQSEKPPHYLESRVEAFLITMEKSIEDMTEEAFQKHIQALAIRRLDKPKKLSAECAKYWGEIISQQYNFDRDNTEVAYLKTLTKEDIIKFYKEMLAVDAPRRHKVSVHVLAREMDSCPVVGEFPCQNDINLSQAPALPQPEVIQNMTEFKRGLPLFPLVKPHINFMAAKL
IDE act: boosts human insulin-degrading enzyme activity in HEK cells. FAbeta-B cleavage, fluorescence polarization; 0% vehicle, 100% cell-free pure enzyme wells. activation, % at 5.96 µM. 340,000 compounds, 0.073% hits. AID 493087;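 active = activation above the mean of all tested compounds plus 3 SD, set per screening campaign, cut at about 17% in these data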
Numbers without * were called inactive.

SMILES	IDE inh	IDE act
O=C(CCS(=O)(=O)c1ccccc1)OCC(=O)N1CCN(S(=O)(=O)c2ccc(Cl)cc2)CC1	-5	2
O=C(Nc1cccc(C(F)(F)F)c1)C1=CC=CN2CCS(=O)(=O)N=C12	-1	0
COc1cc(C(=O)OCC(=O)N(CC(C)C)C2CCS(=O)(=O)C2)cc(OC)c1C (stereo unspecified)	-5	-4
C[C@H](CO)N1C[C@H](C)[C@@H](CN(C)S(=O)(=O)c2ccccc2)Oc2c(NC(=O)NC3CCCCC3)cccc2C1=O	0	-2
O=C(NCCN1C(=O)S/C(=C\c2ccc(Cl)cc2Cl)C1=O)C1=COCCO1	-5	5
CC(=O)Nc1cccc(C(=O)Nc2ccc(S(=O)(=O)N3CCCCC3)cc2)c1	4	0
C[C@H]1CN=C(N(C)C)N1CC1CCCCC1	7	5
O=C(CSc1ncc(C(F)(F)F)cc1Cl)N1CCNC1=O	3	1
CSCc1c(C(=O)Nc2ccccc2N2CCOCC2)oc2ccccc12	-1	5
CC(=O)N1CCN(C(=O)c2ccc3c(c2)OCO3)CC1	-1	-4
Cc1ccc(-c2nc(N)nc(N)n2)c(C)c1	-1	1
COc1ccc([C@H]2CC(=O)C=C(c3cc4ccccc4s3)C2)cc1OC	2	-1
COc1ccccc1CCC(=O)OCC(=O)NCc1ccc(OC)c(OC)c1	5	-2
O=C(O)c1cccc(-n2sc3ccccc3c2=O)c1	93*	-23
Cc1ccc(Cl)c(OCC(=O)NC2CCN(Cc3ccccc3)CC2)c1	-3	-3
O=C(Nc1ccc(S(=O)(=O)N2CCCC2)cc1)C1CCN(S(=O)(=O)c2ccc(F)cc2)CC1	-6	2
O=C(O)c1cccc(NC(=S)NC(=O)c2cncc(Br)c2)c1	1	2
O=C(NCCN1CCOCC1)C1(C(F)(F)F)C/C(=C\Cc2ccccc2)CCCO1 (stereo unspecified)	4	2
O=C(C1Cc2ccccc2CN1C(=O)c1ccco1)N1CCN(c2ccccc2)CC1 (stereo unspecified)	1	4
Cc1ccccc1NC(=O)Cc1nc(COC(=O)c2ccc(C(F)(F)F)cc2)cs1	7	3
CC(C)c1cn(C2OC(COC(=O)c3ccccc3)C(OC(=O)c3ccccc3)C2OC(=O)c2ccccc2)c(=O)[nH]c1=O (stereo unspecified)	2	0
O=C(CCS(=O)(=O)c1ccccc1)Nc1nc2ccc(F)cc2s1	-2	-1
O=C(NC(CC1CCCCC1)C(=O)O)c1ccccc1 (stereo unspecified)	2	7
CC(C)C[C@@H](CN1C(=O)C(=O)NC[C@@H]1CC(C)C)NC(=O)Cc1ccccc1	-1	2
Fc1ccc(CCN2CCN=C2Nc2ccccc2)cc1	-1	-3
COc1ccc(CCNC(=O)COc2ccc3c(C)cc(=O)oc3c2)cc1	2	5
COc1ccc(NC(=O)COC(=O)c2ccc(OC)c(S(=O)(=O)N3CCCC3)c2)cc1OC	-3	1
CCOC(=O)C1=C(C)NC(C)=C(C(=O)OCC)C1C(=O)OCC(=O)NCc1ccco1	7	-2
CC(C)Cn1c(N)c(C(=O)CSc2nnc(-c3ccco3)n2C)c(=O)n(C)c1=O	1	3
COc1ccc(C2=Nn3c(nnc3-c3ccccc3C(F)(F)F)SC2)cc1OC1CCOC1 (stereo unspecified)	-1	-3
O=C(O)c1cccc(NS(=O)(=O)c2ccc(Cl)c(C(=O)Nc3cccc([N+](=O)[O-])c3)c2)c1	9	-2
CC(OC(=O)Cc1ccccc1[N+](=O)[O-])C(=O)Nc1ccc(Cl)cn1 (stereo unspecified)	5	6
O=C(Nc1nc(-c2cccs2)cs1)c1ccc([N+](=O)[O-])o1	-1	-2
O=C(O)c1ccc2c(c1)C(=O)N(c1ccc(C(=O)OCC(=O)c3ccccc3)cc1)C2=O	-1	6
C=CCSc1nnc(NC(=O)CSCc2c(C)noc2C)s1	-2	-4
O=C(COC(=O)COc1ccc(Cl)cc1)NCc1ccc2c(c1)OCO2	3	1
OCC[C@@H]1C[C@@H](O)[C@H](O)[C@]2(CCCO2)O1	0	-2
c1ccc(Nc2nc(N3CCCC3)nc(N3CCOCC3)n2)cc1	13	1
COc1ccc2oc(C(=O)OCC(=O)NCCc3ccccc3)c(C)c2c1	7	4
Cc1csc(=O)n1CCC(=O)OCC(=O)c1ccc(Br)cc1	2	-3

The list goes on, starting with the last 5 of the part before.
SMILES	IDE inh	IDE act
O=C(COC(=O)COc1ccc(Cl)cc1)NCc1ccc2c(c1)OCO2	3	1
OCC[C@@H]1C[C@@H](O)[C@H](O)[C@]2(CCCO2)O1	0	-2
c1ccc(Nc2nc(N3CCCC3)nc(N3CCOCC3)n2)cc1	13	1
COc1ccc2oc(C(=O)OCC(=O)NCCc3ccccc3)c(C)c2c1	7	4
Cc1csc(=O)n1CCC(=O)OCC(=O)c1ccc(Br)cc1	2	-3
Cc1c(Cl)cccc1NC(=O)COC(=O)c1ccc(CN2CCCC2=O)cc1	0	4
O=S(=O)(c1cccc(F)c1)N1CCN(c2nc(-c3cccnc3)nc3ccccc23)CC1	4	-8
CC(=O)c1ccc(NC(=O)COC(=O)c2c[nH]c3ccccc23)cc1	-1	2
O=C1CC(c2ccc3ccccc3c2)NN1 (stereo unspecified)	-1	5
O=C(CCNS(=O)(=O)c1ccccc1C(F)(F)F)N1CCN(C(c2ccccc2)c2ccccc2)CC1	-1	3
COc1cc(C(C)=O)ccc1OC(C)C(=O)Nc1ccc(S(=O)(=O)N2CCCC2)cc1 (stereo unspecified)	-3	2
CCOc1cc(N2CCOCC2)c(OCC)cc1NC(=O)COC(=O)c1c(CC)noc1C	5	4
c1ccc(-c2nc3ccccn3c2-c2ccccc2)cc1	-2	4
CN(CC(=O)Nc1ccc(F)c(F)c1F)C(=O)CN1C(=O)NC2(CCCC2)C1=O	8	-5
Cc1cc(C)cc(NC(=O)COC(=O)c2ccc3c(c2)OCCO3)c1	8	-3
C[C@@H]1CCCCCCCCC(=O)OCCN1C(=O)OC(C)(C)C	-6	4
CC(C)[C@H](NC(=O)c1ccccc1)C(=O)OCC(=O)Nc1ncc(Cl)cc1Cl	1	-5
Cc1nn(Cc2ccccc2)c(C)c1C(=O)N1CCN(S(=O)(=O)/C=C/c2ccccc2)CC1	3	0
Cc1ccc(S(=O)(=O)c2nc(-c3ccccc3Cl)oc2N2CCN(C)CC2)cc1	0	4
CCC1CC(C(=O)Nc2ccccc2)C(=O)O1 (stereo unspecified)	-1	2
COc1cc(C(O)CO)ccc1O (stereo unspecified)	-2	7
COc1ccc(NS(=O)(=O)c2cc(NC(=O)c3cc(F)c(F)cc3Cl)ccc2N2CCOCC2)cc1	2	2
COc1ccc(-c2c(-c3ccsc3)oc(=O)c3cc(OC)c(OC)cc23)cn1	-1	6
CC1(OC(=O)c2cccs2)C(=O)C=C2C=C(C3CC3)OC=C2C1=O (stereo unspecified)	3	5
O=C(COC(=O)Cc1ccccc1[N+](=O)[O-])Nc1nnc(-c2ccccc2)o1	-1	4

Laid out differently: entries from further up.
Every second line gives: IDE inh	IDE act
- C[C@@H]1CCCCCCCCC(=O)OCCN1C(=O)OC(C)(C)C
    -6	4
- CC(C)[C@H](NC(=O)c1ccccc1)C(=O)OCC(=O)Nc1ncc(Cl)cc1Cl
    1	-5

(further entries)
SMILES	IDE inh	IDE act
CC(=O)Nc1ccc(Nc2cc(C)nc(Nc3ccc(NC(C)=O)cc3)n2)cc1	-3	5
Cc1ccc(S(=O)(=O)N2CCCC2)cc1C(=O)NCC(C)(C)N1CCOCC1	-2	4
Cc1cc(C)c(C)c(S(=O)(=O)N2CCC(C(=O)NCCCN3CCCC3=O)CC2)c1C	6	-7
COc1cc(C(=O)NCC(=O)NCC(c2ccco2)N2CCCCC2)cc(OC)c1OC (stereo unspecified)	-2	6
CCN(CC(=O)Nc1cc(Cl)ccc1Cl)C(=O)c1ccc(-n2cccn2)cc1	-2	-3
Cc1cccc(C(=O)OCC(=O)Nc2nnc(-c3ccccc3)o2)c1O	0	1
Cc1ccc(NC(=O)COC(=O)Cc2c[nH]c3ccccc23)cc1C	-4	-3
O=C(Cn1nnc(-c2ccc(Cl)cc2)n1)NC1CCS(=O)(=O)C1 (stereo unspecified)	-1	6
O=c1cc(CN2CCN(S(=O)(=O)c3cccc(Cl)c3)CC2)c2ccc(O)cc2o1	0	3
N#Cc1ccccc1NC(=O)CSc1n[nH]c(=O)n1C1CC1	7	2
CC(C)n1nnnc1SCC(=O)N(C)C1CCS(=O)(=O)C1 (stereo unspecified)	2	0
O=S(=O)(NCc1ccco1)c1ccc(Cl)s1	1	1
COc1ccccc1CN1[C@@H](CC(C)=O)c2cc(C(F)(F)F)ccc2S1(=O)=O	-2	-3
Cc1cccc(N2CCN(C(=O)CSc3ccc4c(c3)OCCO4)CC2)c1C	1	4
CCN(CC)C(=O)[C@H]1CC(CC(=O)NCCCOC)C(=O)N2CCc3c([nH]c4ccccc34)[C@]12C (stereo partly specified)	1	6
O=C(Nc1ccccc1N1CCOCC1)c1ccc([N+](=O)[O-])s1	1	4
COc1ccc(Cl)cc1S(=O)(=O)NC(C)C(=O)NCCCn1ccnc1 (stereo unspecified)	2	3
CCOc1ccc(CCNC(=O)COC(=O)CNS(=O)(=O)c2ccc(C)cc2)cc1OCC	1	5
COc1ccc(CNC(=O)COC(=O)CNC(=O)c2sc3ccccc3c2Cl)cc1OC	3	2
O=C(C[C@H]1C/C=C\C[C@H](Cc2ccc(F)cc2)C(=O)O[C@@H](c2ccccc2)CNC1=O)NCCO	3	-1

Compound profiles (already shown). Values in the order: IDE inh	IDE act
Results for O=C(CCS(=O)(=O)c1ccccc1)OCC(=O)N1CCN(S(=O)(=O)c2ccc(Cl)cc2)CC1 → -5	2
Results for COc1ccc(Cl)cc1S(=O)(=O)NC(C)C(=O)NCCCn1ccnc1 (stereo unspecified) → 2	3
Results for Cc1nn(Cc2ccccc2)c(C)c1C(=O)N1CCN(S(=O)(=O)/C=C/c2ccccc2)CC1 → 3	0

(cont.)
SMILES	IDE inh	IDE act
COc1ccc(Cl)cc1NC(=O)COC(=O)c1ccc(Br)o1	0	5
CCc1noc(C)c1C(=O)N(C)CC(=O)Nc1ccc(F)c(F)c1F	5	-1
C[C@@]12C(=O)Nc3cc(F)ccc3C(=O)N1[C@H]1c3cc(Br)ccc3OC[C@@H]1[C@@H]2c1ccccc1	0	0
O=C(Nc1ccccc1)C(=O)Nc1ccc2c(c1)N(C(=O)C1CC1)CCC2	2	2
Cc1ccc(Cl)c(OCC(=O)OC(C)C(=O)NC2CC2)c1 (stereo unspecified)	-9	5
CN(C(=O)CSc1nc2[nH]ncc2c(=O)[nH]1)c1ccccc1	1	6
CC(C)(C)[C@@H]1C=C(C(N)=O)O[C@H](OCCCCO)C1	4	-1
O=C(CCS(=O)(=O)c1ccc(Cl)cc1)N1CCN(c2ccc(F)cc2)CC1	5	0
COc1cccc(NC(=O)c2ccccc2F)c1	-2	3
CCC1(CC)NC(=O)N(CC(=O)N2CCc3ccccc32)C1=O	2	-2
O=C(COC(=O)/C=C/c1ccc(Cl)cc1Cl)NCC1CCCO1 (stereo unspecified)	-4	3
O=C(CCCOc1ccc(Br)cc1)Nc1nnc(C2CC2)s1	1	0
COc1ccccc1C(=O)NCCC(=O)NC1=NCCS1	1	0
CCN(CC(=O)Nc1ccc(NC(C)=O)cc1)C(=O)/C=C/c1ccc2c(c1)OCO2	-6	5
CCCN(CC(=O)Nc1ccccc1OC)C(=O)c1ccc(S(=O)(=O)Nc2ccccc2)cc1	-3	-6
CC1(C)C(=O)Nc2ccccc2N1C(=O)COC(=O)c1ccc([N+](=O)[O-])o1	4	2
O=S(=O)(c1ccc(Cl)nc1)N1CCOCC1	-2	0
COc1ccccc1NC(=O)CSc1nncs1	-1	1
CCOC(=O)c1c(C)[nH]c(C(=O)COC(=O)CCNS(=O)(=O)c2ccc(NC(C)=O)cc2)c1C	0	4
O=[N+]([O-])c1ccc(S(=O)(=O)c2cccc(C(F)(F)F)c2)nc1	9	-7
COc1cc(C(=O)NNC(=O)CCOc2cccc(Br)c2)cc(OC)c1OC	0	-4
O=C(NCC(c1cccs1)N1CCOCC1)c1cc(Cl)ccc1[N+](=O)[O-] (stereo unspecified)	2	3
COc1ccccc1C(=O)NCCC(=O)N1CCCCCCC1	-2	13
C=CCCO[C@@H]1O[C@@H](C)[C@H](O)C[C@H]1O	-1	-1
O=C(NCCS(=O)(=O)NCCCc1ccccc1)c1ccccc1	3	1
COc1cccc(NC(=O)[C@@H]2CCCN2S(=O)(=O)c2cccc3cccnc23)c1	3	6
O=S(=O)(NCC(c1ccco1)N1CCc2ccccc21)c1ccccc1 (stereo unspecified)	3	-1
CC(C)COc1cccc(C(=O)N(C)CC(=O)Nc2cccc3ccccc23)c1	-2	1
CCC[C@@H]1CCCO[C@@](C(=O)NCc2ccccn2)(C(F)(F)F)C1	-1	-1
Cc1n[nH]c(=O)c2c(NC(=O)CSc3nncs3)oc(C)c12	-3	1
CC1CCN(C(=O)COC(=O)c2ccc(N3CCCC3=O)cc2)CC1	-2	0

By substructure, those above containing a tert-butyl group (2)
SMILES	IDE inh	IDE act
C[C@@H]1CCCCCCCCC(=O)OCCN1C(=O)OC(C)(C)C	-6	4
CC(C)(C)[C@@H]1C=C(C(N)=O)O[C@H](OCCCCO)C1	4	-1

An excerpt; rates above refer to the full screens.
